Screening results as filed in PubChem BioAssay.
KCNH2 3.1 inh: blocks the human KCNH2 3.1 channel isoform. U2OS KCNH2 3.1, thallium flux FluxOr; active compounds read low. activity change, % (tested at about 1.8 µM). 340,000 tested, 0.95% active. AID 720553;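 active means maximum activity change below -70%; inconclusive means maximum activity change from -70% to -50%; inactive means maximum activity change above -50%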;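 further: thallium influx rate constant from kinetic fluorescence after stimulation buffer; on the % scale 0 is the no-effect control and ±100 the full control effect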
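Thallium flux via FluxOr fluorescence (Red40 quencher, 45 min loading) in U2OS cells virally expressing the KCNH2 3.1 isoform (1.77 x 10^8 /mL virus, overnight at 37 C). Rate constants from 2-min kinetic reads post-stimulation, normalised to positive and negative controls.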
RORg inh: blocks mouse ROR gamma transcriptional activity; 310,000 tested, 5.4% active; AID 2551; Drosophila S2 Gal4-RORgamma UAS-luciferase reporter, 20 h; P51450; Potency, µM (series often up to 53.6 µM), without a hit: top-dose activity change, negative = inhibition, hits mostly inhibitors; further: potency means the concentration at half of the fitted maximal effect; on the % scale 0 is the no-effect control and ±100 the full control effect; nearly all actives have a fitted effect of over 60% in size
Target sequence (P51450 whole entry, looked up, the tested form may be a part): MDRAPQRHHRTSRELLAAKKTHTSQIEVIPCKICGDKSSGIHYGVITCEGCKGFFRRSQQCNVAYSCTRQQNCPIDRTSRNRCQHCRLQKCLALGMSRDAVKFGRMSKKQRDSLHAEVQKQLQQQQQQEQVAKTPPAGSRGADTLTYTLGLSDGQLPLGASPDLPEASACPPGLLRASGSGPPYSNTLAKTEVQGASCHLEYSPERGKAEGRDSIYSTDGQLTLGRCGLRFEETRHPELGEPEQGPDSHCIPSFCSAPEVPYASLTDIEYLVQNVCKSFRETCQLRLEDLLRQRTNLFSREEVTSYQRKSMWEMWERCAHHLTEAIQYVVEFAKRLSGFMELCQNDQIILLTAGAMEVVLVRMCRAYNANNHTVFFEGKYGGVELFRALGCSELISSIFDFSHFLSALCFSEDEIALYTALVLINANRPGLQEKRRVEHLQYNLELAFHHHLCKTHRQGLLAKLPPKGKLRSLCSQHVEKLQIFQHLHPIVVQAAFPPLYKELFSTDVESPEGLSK
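Stably transfected Drosophila Schneider cells are the test system, with ROR gamma fused to Gal4 and luciferase under UAS control; luminescence is read after 20 hr of 700 uM copper sulfate induction at ambient temperature.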
Gal4-VP16 FLuc: Gal4-VP16 reporter inhibition counter-screen. Drosophila S2 Gal4-VP16 UAS-luciferase, luminescence, 20 h. Potency, µM (highest dose often 53.6 µM), inactives show at the top dose activity, negative = inhibition, hits mostly inhibitors. 310,000 tested, 3.5% active;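 further: Gal4-VP16 expression switched on by copper sulfate through the metallothionein promoter; potency means the concentration at half of the fitted maximal effect; on the % scale 0 is the no-effect control and ±100 the full control effect; nearly all actives have a fitted effect of over 50% in size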
ELG1 genotoxic: genotoxicity induction in ELG1-luciferase HEK293T cells | HEK293T ELG1-luciferase reporter, luminescence, 16 h | Potency, µM (titrated, usually from 46 µM), for inactives: at the top dose activity change, positive = activation, actives largely listed as activators | 330,000 tested, 1.3% active | AID 504466; further: potency means the concentration at half of the fitted maximal effect; % of control where 0% means no effect; nearly all actives have a fitted effect of over 60% in size
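Step 1: seed 2,000 HEK293T ELG1-luciferase cells per well. Step 2: add compound or DMSO, incubate 16 hr at 37 °C. Step 3: ONE-Glo, 30 min at room temperature, read luminescence.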
Giardia kill: Giardia lamblia killing | 340,000 tested, 0.15% active | activity change, % at 7.66 µM, hits read low | Giardia lamblia trophozoite viability | AID 540267; in the data active means activity change below about -80%; inconclusive means between about -30% and that limit;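 further: parasites exposed to compound for two days anaerobically before the ATP read; on the % scale 0 is the no-effect control and ±100 the full control effect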
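Giardia lamblia trophozoites (100 cells/well) were incubated with compounds for 48 h at 37 deg C under anaerobic conditions. Viability was read as ATP content by one-step luminescence after 15-30 min at room temperature.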
uPA surface inh: blocks generation of uPA at the cell surface. cell surface uPA generation assay, qHTS. Potency, µM (titrated, usually from 38.3 µM), without a hit: top-dose activity change, negative = inhibition, most hits filed as inhibitors. 330,000 tested, 0.31% active; active means well fitted inhibition curve with a large enough effect; inconclusive means small, poorly fitted or top-dose-only effect; inactive means no such curve, though single readings can be large or run the other way; tested in mouse RAW 264.7 cells; further: potency means the concentration at half of the fitted maximal effect; on the % scale 0 is the no-effect control and ±100 the full control effect; nearly all actives have a fitted effect of over 55% in size
FLuc counter: inhibits or activates purified firefly luciferase, miR-21 counter-screen | P08659 | purified FLuc, Km substrates, luminescence inhibition | Potency, µM (top dose mostly 57.5 µM), for the others: at the highest dose activity change, negative = inhibition, usual class: inhibitors | 360,000 tested, 6.9% active;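 further: potency means the concentration at half of the fitted maximal effect; plate controls were vehicle for no effect and reference inhibitor for full effect; nearly all actives have a fitted effect of over 55% in size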
Target sequence (P08659 whole entry, looked up): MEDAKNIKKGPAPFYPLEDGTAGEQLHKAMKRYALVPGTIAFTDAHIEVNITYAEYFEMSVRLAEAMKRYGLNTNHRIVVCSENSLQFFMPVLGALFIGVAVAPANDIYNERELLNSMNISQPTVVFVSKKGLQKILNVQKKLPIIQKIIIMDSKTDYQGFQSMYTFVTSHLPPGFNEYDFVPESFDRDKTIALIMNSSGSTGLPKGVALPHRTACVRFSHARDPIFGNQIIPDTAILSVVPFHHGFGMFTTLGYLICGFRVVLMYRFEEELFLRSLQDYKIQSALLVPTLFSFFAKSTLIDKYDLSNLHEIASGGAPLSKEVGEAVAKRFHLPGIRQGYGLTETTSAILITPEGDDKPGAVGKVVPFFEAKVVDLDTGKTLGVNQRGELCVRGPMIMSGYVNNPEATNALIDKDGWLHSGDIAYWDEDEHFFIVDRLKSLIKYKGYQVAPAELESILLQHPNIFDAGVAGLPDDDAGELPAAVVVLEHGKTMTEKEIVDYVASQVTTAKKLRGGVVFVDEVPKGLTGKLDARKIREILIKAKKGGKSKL
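Purified P. pyralis luciferase (10nM final) with 10uM D-luciferin and 10uM ATP (Km levels) in 50mM Tris acetate pH 7.5, 10mM Mg acetate, 0.01% Tween-20, 0.05% BSA; qHTS 6-point titration, ~60 µM downward; luminescence read.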
Rab9 prom act: activators of Rab9 promoter; Huh7 Rab9 promoter-luciferase reporter, luminescence, 24 h; Potency, µM (top dose mostly 9.22 µM), for inactives: top-dose activation, negative = inhibition, actives largely listed as activators; 320,000 tested, 2.8% active; AID 485297; further: potency means the concentration at half of the fitted maximal effect; % of control where 0% means no effect; nearly all actives have a fitted effect of over 60% in size
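Measured in stably transfected Huh7 cells bearing a Rab9 promoter–luciferase construct: 24 h compound treatment at 37 °C, followed by luminescence detection.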
NPC1 prom act: activates the NPC1 promoter | 320,000 tested, 2.4% active | AID 485313 | Potency, µM (titrated, usually from 9.22 µM), for the others: at the highest dose activation, usual class: activators | Huh7 NPC1 promoter luciferase reporter, 24 h;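 further: potency means the concentration at half of the fitted maximal effect; % of control where 0% means no effect; nearly all actives have a fitted effect of over 60% in size; reporter is driven by a mutant NPC1 promoter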
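Stably transfected Huh7 (NPC1 promoter→luciferase), 1500 cells/well in Opti-MEM + 10% FBS, 2 h settle, then compound 24 h at 37 °C. Luminescence after 10 min with Amplite reagent.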
FBPA coupling cs: counter-screen for Giardia aldolase inhibitors: coupling enzyme system; coupling enzyme system counterscreen, AmpLite Red fluorescence; activity change, negative = inhibition, % at 58.2 µM, hits read low; 290,000 tested, 0.67% active; AID 2472; in the data active means activity change below about -30%; further: on the % scale 0 is the no-effect control and ±100 the full control effect
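Fluorescence at 525 nm excitation and 598 nm emission measured inhibition of the coupled detection system without aldolase. Compounds (at 57.5 uM final) were preincubated 10 min at room temperature with coupling enzyme reagent before a 20 min substrate/AmpLite Red step.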
Tb PFK block: T. brucei PFK enzyme inhibition. T. brucei PFK, ADP-Glo luminescence. Potency, µM (series often up to 57.5 µM), inactives show top-dose activity, negative = inhibition, most hits filed as inhibitors. 330,000 tested, 0.17% active;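 further: potency means the concentration at half of the fitted maximal effect; 0% = uninhibited 1x PFK enzyme wells and -100% = no-enzyme wells; nearly all actives have a fitted effect of over 60% in size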
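ADP-Glo luminescence quantified ADP after 45 min at room temperature, with 1.25 nM T. brucei PFK, 0.1 mM ATP and 0.5 mM fructose-6-phosphate in pH 8.0 TEA buffer. qHTS titrations up to 57 µM; curves classified by quality.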
Starred values were filed as active, the others as inactive; ? = inconclusive; · = not tested or not shown; [ ] = remark or other dose. Unless noted, the call rests on the fitted dose curve; in most records, active means well fitted curve in the direction sought with a large enough effect; inconclusive means small, poorly fitted or top-dose-only effect, or another doubt; inactive means no such curve, though single readings can be large; an effect the other way counts as inactive or inconclusive.

1. Cc1cccc(NC(=O)/C(C#N)=C/c2ccc(F)cc2)n1
2. CCOC(=O)c1c(C)[nH]c(C)c1S(=O)(=O)N(C)CC(=O)Nc1ccc(C)cn1
3. CC1CCC2(CC1)NC(=O)N(CC(=O)Nc1cccc(S(=O)(=O)N3CCCC3)c1)C2=O (stereo not given)
4. O=[N+]([O-])c1ccc(C(O)CNC(=S)Nc2ccccc2)cc1 (stereo not given)
5. Cc1c(NC(=O)C(CC(=O)O)NCc2ccco2)c(=O)n(-c2ccccc2)n1C (stereo not given)
6. CCOc1ncccc1C(=O)N1CCN(c2ccc(C(F)(F)F)cn2)CC1
Screen / compound no.	1	2	3	4	5	6
KCNH2 3.1 inh	-12	4	7	-11	-3	5
RORg inh	-1%	-7%	·	26%	?	?
Gal4-VP16 FLuc	1%	14%	·	-8%	-5%	-6%
ELG1 genotoxic	-8%	5%	0%	-2%	5%	-5%
Giardia kill	?	-11	-15	-2	3	6
uPA surface inh	6%	2%	5%	2%	9%	-10%
FLuc counter	5.4µM*	1%	0%	-1%	1%	-2%
Rab9 prom act	0%	2%	-3%	-5%	-3%	-7%
NPC1 prom act	2%	1%	-4%	-2%	-1%	2%
FBPA coupling cs	0	·	·	6	-2	3
Tb PFK block	0%	1%	4%	-7%	-1%	-7%

5 entries from above, ordered by heavy-atom count, smallest number first.
1. Cc1cccc(NC(=O)/C(C#N)=C/c2ccc(F)cc2)n1
4. O=[N+]([O-])c1ccc(C(O)CNC(=S)Nc2ccccc2)cc1 (stereo not given)
6. CCOc1ncccc1C(=O)N1CCN(c2ccc(C(F)(F)F)cn2)CC1
5. Cc1c(NC(=O)C(CC(=O)O)NCc2ccco2)c(=O)n(-c2ccccc2)n1C (stereo not given)
3. CC1CCC2(CC1)NC(=O)N(CC(=O)Nc1cccc(S(=O)(=O)N3CCCC3)c1)C2=O (stereo not given)
Screen / compound no.	1	4	6	5	3
KCNH2 3.1 inh	-12	-11	5	-3	7
RORg inh	-1%	26%	?	?	·
Gal4-VP16 FLuc	1%	-8%	-6%	-5%	·
ELG1 genotoxic	-8%	-2%	-5%	5%	0%
Giardia kill	?	-2	6	3	-15
uPA surface inh	6%	2%	-10%	9%	5%
FLuc counter	5.4µM*	-1%	-2%	1%	0%
Rab9 prom act	0%	-5%	-7%	-3%	-3%
NPC1 prom act	2%	-2%	2%	-1%	-4%
FBPA coupling cs	0	6	3	-2	·
Tb PFK block	0%	-7%	-7%	-1%	4%

(continued)
7. COc1ccc(NC(=O)C2CCCN2C(=O)NC2CCCCC2)c(OC)c1 (stereo not given)
8. C=CCOc1c(Cl)cc(CNn2cn[nH]c2=S)cc1OC
9. O=C(NNC(=O)c1ccc(Br)o1)c1csc(N2CCOCC2)n1
10. COc1ccc(NC(=O)c2cc(-c3cccs3)on2)c(OC)c1
11. COCCC(=O)Nc1ccc2c(c1)CN(C(=O)CCSC)CC2
12. CCCOc1ccc(NC(=O)CC2C(=O)N(c3ccc(OCC)cc3)C(=S)N2C2CC2)cc1 (stereo not given)
Screen / compound no.	7	8	9	10	11	12
KCNH2 3.1 inh	-12	10	-9	-5	-1	-5
RORg inh	-15%	8.9µM*	·	-10%	0%	?
Gal4-VP16 FLuc	-11%	?	·	-4%	3%	?
ELG1 genotoxic	5%	4%	3%	4%	1%	?
Giardia kill	-9	-23	-13	9	-5	13
uPA surface inh	-2%	-4%	0%	2%	0%	13%
FLuc counter	-1%	-10%	-20%	-1%	-2%	3%
Rab9 prom act	-3%	-4%	4%	10%	-2%	3%
NPC1 prom act	-4%	-1%	2%	4%	-5%	-9%
FBPA coupling cs	0	2	·	0	-1	2
Tb PFK block	-4%	-18%	-2%	12%	1%	-2%

13. COc1ccc(-c2nc(N=Nc3ccc(O)cc3)n[nH]2)cc1
14. CNCC(O)c1ccc(OC(=O)C(C)(C)C)c(OC(=O)C(C)(C)C)c1 (stereo not given)
15. CCN1CCN(C(=O)/C=C/c2ccc3c(c2)OCO3)CC1
16. O=C(COC(=O)CNC(=O)C1CCCCC1)Nc1ccc(Br)cc1Br
17. COc1ccc(-n2c(COc3ccc(C)cc3)nnc2SCC(=O)O)cc1
18. COc1ccc(CCNC(=O)CN2C(=O)C3(OCCCO3)c3ccccc32)cc1OC
Screen / compound no.	13	14	15	16	17	18
KCNH2 3.1 inh	10	5	-5	3	9	-3
RORg inh	-7%[10 µM]	·	1%	·	14%	38%
Gal4-VP16 FLuc	-8%	·	-4%	·	-5%	-2%
ELG1 genotoxic	6%	12%	4%	0%	-3%	1%
Giardia kill	-7	9	16	4	21	-6
uPA surface inh	-7%	12%	1%	4%	1%	·
FLuc counter	9.5µM*	1%	-14%	·	-11%	1%
Rab9 prom act	4%	-4%	1%	-6%	1%	14%
NPC1 prom act	-6%	0%	2%	0%	-5%	0%
FBPA coupling cs	-5	·	-10	·	4	-1
Tb PFK block	6%	-3%	-4%	-9%	-2%	-5%

19. C/C(=N\NC(=O)Cn1cnc2ccccc21)c1cccs1
20. Cc1ccc(C(C(=O)NC2CCCC2)N2CCCCC2)cc1 (stereo not given)
21. Cc1nn(-c2nnc(NC3CCCCC3)nn2)c(C)c1Br
22. O=C(Nc1ccc2nn(-c3ccccc3)nc2c1)c1ccc2c(c1)OCCO2
23. COCc1cc(=O)[nH]c(/N=C(\N)Nc2ccccc2C)n1
24. CN(C(=O)c1cccc(C#N)c1)c1nnc(C2CCCO2)s1 (stereo not given)
Screen / compound no.	19	20	21	22	23	24
KCNH2 3.1 inh	-14	-12	-11	-21	12	2
RORg inh	23%	-24%	-1%	18%	-15%	13%
Gal4-VP16 FLuc	2%	5%	-16%	-20%	2%	-3%
ELG1 genotoxic	-6%	-4%	18µM*	-27%	3%	2%
Giardia kill	-1	-7	14	-12	-10	-5
uPA surface inh	3%	15%	-5%	7%	-1%	1%
FLuc counter	2%	4%	4.3µM*	?	1%	0%
Rab9 prom act	-1%	-1%	2.2µM*	4%	-3%	9%
NPC1 prom act	-4%	-1%	2.2µM*	10%	1%	1%
FBPA coupling cs	1	4	-10	0	1	0
Tb PFK block	-1%	-4%	-1%	4%	1%	-1%

25. COc1ccccc1N(CC(=O)NCCc1ccccc1)C(=O)CCC(=O)Nc1nccs1
26. COc1ccc(-c2cc(C(F)(F)F)nc(SCC(=O)NCc3cccs3)n2)cc1OC
27. Cc1ccc(NC(=O)CCNC(=O)c2ccccc2)cc1F
28. Cc1ccc(/C=N\n2c(-c3ccccc3)n[nH]c2=S)s1
29. O=C(CC1COc2ccccc2O1)NCCc1ccccc1 (stereo not given)
30. CCOC(=O)Cc1cnc(NC(=O)CSc2nc(C)cc(C)n2)s1
Screen / compound no.	25	26	27	28	29	30
KCNH2 3.1 inh	1	12	-4	19	-12	11
RORg inh	26%	18%	-13%	4µM*	?	17%
Gal4-VP16 FLuc	-6%	-10%	-19%	8.9µM*	-25%	-1%
ELG1 genotoxic	-1%	4%	-1%	0%	4%	-13%
Giardia kill	-28	-1	-23	-18	-21	-11
uPA surface inh	-2%	-5%	5%	2%	-2%	8%
FLuc counter	0%	3%	-3%	2%	-3%	-3%
Rab9 prom act	-3%	-4%	1%	-1%	-7%	3%
NPC1 prom act	0%	-1%	-2%	0%	1%	-5%
FBPA coupling cs	4	5	-3	4	·	2
Tb PFK block	2%	-3%	-1%	1%	3%	0%

31. COc1ccc(OC)c(C(C(=O)NC2CCCCC2)N(C(=O)c2snc(C(N)=O)c2N)c2ccccc2OC)c1 (stereo not given)
32. O=S(=O)(c1cccs1)N1CCC(Cc2ccccc2)CC1
33. COc1ccc(NC(=O)c2sccc2C)cn1
34. NC(=O)c1c(NC(=O)C2COc3ccccc3O2)sc2c1CCN(Cc1ccccc1)C2 (stereo not given)
35. CCOCCCNC(=O)C(NC(=O)c1ccccc1O)c1ccc(C)cc1 (stereo not given)
36. C/C(=C\C(=O)c1ccccc1)Nc1cccc(O)c1
Screen / compound no.	31	32	33	34	35	36
KCNH2 3.1 inh	-3	-18	-5	-19	-2	2
RORg inh	37%	-3%	3%	-7%	15%	-12%
Gal4-VP16 FLuc	-9%	-15%	4%	-25%	-11%	-7%
ELG1 genotoxic	-5%	-4%	?	2%	-1%	?
Giardia kill	3	8	-8	26	18	-24
uPA surface inh	6%	0%	-5%	3%	-4%	-16%
FLuc counter	-3%	2%	?	1%	-2%	3.4µM*
Rab9 prom act	-5%	5%	?	-4%	-1%	?
NPC1 prom act	-2%	0%	29%	-4%	-3%	?
FBPA coupling cs	-1	3	1	-1	0	0
Tb PFK block	-6%	-1%	-2%	10%	0%	1%
